# hERG rescue: hERG rescue from dofetilide block, primary screen, cell-based, CHO-hERG, FluxOR thallium flux, dofetilide IC70; 310,000 compounds, 0.51% hits; dofetilide IC70 present; activation (rescue from dofetilide block), less the hit threshold, % at 10 µM; AID 1511, 2009;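 active means activation above the mean of controls blocked by dofetilide plus 5 SD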;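 further: thallium influx through hERG after potassium depolarization seen as dye fluorescence rise; in these data hits start at about 4.7%; inactives centre near -7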
# Target sequence (Q12809 whole entry, looked up): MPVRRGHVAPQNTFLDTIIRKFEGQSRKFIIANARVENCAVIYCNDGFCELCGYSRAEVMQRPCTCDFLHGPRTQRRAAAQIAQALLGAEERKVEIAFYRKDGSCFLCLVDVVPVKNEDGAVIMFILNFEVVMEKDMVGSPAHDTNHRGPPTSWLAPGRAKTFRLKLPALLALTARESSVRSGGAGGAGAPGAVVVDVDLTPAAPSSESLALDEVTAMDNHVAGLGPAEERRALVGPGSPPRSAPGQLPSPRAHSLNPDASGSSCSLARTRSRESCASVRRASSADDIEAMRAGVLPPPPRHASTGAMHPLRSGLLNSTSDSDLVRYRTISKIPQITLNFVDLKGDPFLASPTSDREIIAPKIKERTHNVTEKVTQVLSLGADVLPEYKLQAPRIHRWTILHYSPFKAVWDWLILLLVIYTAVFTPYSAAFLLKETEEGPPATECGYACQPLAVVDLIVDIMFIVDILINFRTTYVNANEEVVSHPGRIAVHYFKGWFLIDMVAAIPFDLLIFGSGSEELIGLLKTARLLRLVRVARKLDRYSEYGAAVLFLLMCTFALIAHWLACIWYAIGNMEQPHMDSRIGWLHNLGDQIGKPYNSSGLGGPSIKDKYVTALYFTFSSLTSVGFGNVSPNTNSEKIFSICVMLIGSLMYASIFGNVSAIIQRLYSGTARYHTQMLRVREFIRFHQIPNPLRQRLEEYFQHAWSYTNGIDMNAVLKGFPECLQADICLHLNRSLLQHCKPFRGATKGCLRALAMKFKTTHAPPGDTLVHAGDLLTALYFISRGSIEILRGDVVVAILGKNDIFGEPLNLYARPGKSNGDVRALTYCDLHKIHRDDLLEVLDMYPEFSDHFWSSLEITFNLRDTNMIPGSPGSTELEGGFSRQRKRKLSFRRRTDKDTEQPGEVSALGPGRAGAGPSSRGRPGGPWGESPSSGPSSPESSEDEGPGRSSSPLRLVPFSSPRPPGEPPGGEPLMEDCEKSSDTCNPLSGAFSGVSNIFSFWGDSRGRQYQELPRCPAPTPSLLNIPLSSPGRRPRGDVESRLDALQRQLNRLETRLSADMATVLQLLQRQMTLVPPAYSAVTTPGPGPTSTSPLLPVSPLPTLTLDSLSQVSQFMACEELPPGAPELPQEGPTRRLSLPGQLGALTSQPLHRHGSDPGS
# KCNQ1 inh: inhibitors of human KCNQ1 channel, primary screen, cell-based, thallium flux, high-throughput. Potassium voltage-gated channel subfamily KQT member 1 (Homo sapiens), P51787. CHO-K1 KCNQ1, FluxOR thallium flux fluorescence; hits give high values. B-score at 10 µM. 310,000 compounds, 1.3% hits. AID 2642, 2010;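 active means compounds whose thallium flux B-score, printed positive for inhibition, exceeds three library SD while starting fluorescence stays within three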;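 further: channel opened by potassium depolarization with thallium stimulus after 20 min compound exposure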
# DYRK1A inh: rat Dyrk1A kinase inhibitors, primary screen, biochemical, single point, plate reader; Dual specificity tyrosine-phosphorylation-regulated kinase 1A (Rattus norvegicus), Q63470; ADP-Glo luminescence, NFATc1 peptide; inhibition, % at 12.5 µM; 310,000 compounds, 0.43% hits; in the data active means inhibition above about 50%;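 further: plate controls were vehicle with enzyme for no effect and no enzyme for full effect; many of its hits are not listed in these tables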
# KCNK9 inh: KCNK9 potassium channel inhibitors, primary screen, HEK293 cells, thallium flux. Potassium channel subfamily K member 9 (Homo sapiens), Q9NPC2. FluxOR thallium flux fluorescence; hits give low values. B-score at 10 µM. 310,000 compounds, 1.2% hits. AID 488922, 2010;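 active means ratio B-score over 3 SD below the library mean, with starting fluorescence within 5 SD of its mean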;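 further: negative B-score means less thallium flux so channel inhibition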
# RGS4 pot: RGS4 potentiators or activators, primary screen, cell-based, HEK293 M3R inducible RGS4, calcium flux; B-score at 10 µM; 310,000 compounds, 0.92% hits; carbachol calcium flux Fluo4; hits give low values;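 active means B-score of the integrated calcium signal more than 4 SD below the library mean, with starting fluorescence not abnormally high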;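 further: negative B-score means reduced calcium response which marks RGS4 activation or potentiation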
#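 Test system: HEK293 cells with stable M3R and inducible RGS4; also added: carbachol at ECmax as muscarinic agonist stimulus; schedule: dye loading 30 min 37 °C, buffer rest 30 min RT; technique: kinetic calcium fluorescence imaging with Fluo4-AM dye, 2 µM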
# RGS4 inh: RGS4 inhibitors, primary screen, cell-based, HEK293 M3R inducible RGS4, calcium flux | 310,000 compounds, 0.45% hits | Regulator of G-protein signaling 4 (Homo sapiens), P49798 | Fluo-4 calcium flux; hits give high values; triggered by carbachol at its EC20 | B-score at 10 µM;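 active means B-score, a plate-corrected calcium signal, over three deviations above library mean, with baseline fluorescence within five deviations of library mean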;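 further: RGS4 expression induced by doxycycline in cells with stable M3 receptor; B-score is computed from the integrated fluorescence ratio over baseline after carbachol; higher B-score means a larger calcium signal and so more RGS4 inhibition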
# KCNQ1 pot: potentiators or activators of KCNQ1 channel, primary screen, cell-based, thallium flux, high-throughput; Potassium voltage-gated channel subfamily KQT member 1 (Homo sapiens), P51787; CHO-K1 KCNQ1, thallium flux FluxOR fluorescence; hits give high values; B-score at 10 µM; 310,000 compounds, 0.35% hits;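 active means fluorescence ratio B-score, a plate-corrected score, at least three library SD, with initial intensity B-score within 5 SD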
#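 assay system = CHO-K1 cells stably expressing KCNQ1 | medium = assay buffer, equal DMSO in all wells | timing = 37 °C overnight plating, 90-min dark dye load, 20-min compound pretreatment | measured by = kinetic FluxOR thallium fluorescence, 10-s 1-Hz baseline, 110-s post-stimulus read | measure = fluorescence change relative to baseline, converted to B score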
# KCNK3 block: human KCNK3 channel inhibitors, primary screen, CHO cells, FluxOR thallium flux, B-score | FluxOR fluorescence; hits give low values | Potassium channel subfamily K member 3 (Homo sapiens), O14649 | B-score at 10 µM | 340,000 compounds, 0.84% hits | AID 602410, 2012;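 active means B-score under library mean minus 4 SD, starting fluorescence ratio at most library mean plus 5 SD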;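 further: more negative B-score means stronger inhibition of thallium flux through KCNK3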
# GSK3beta inhib: human GSK3beta kinase inhibitors, primary screen, biochemical, cell-free homogeneous, HTS | activity score (negative = inhibition), % at 10 µM | 300,000 compounds, 0.038% hits | AID 2097, 2009 | GST-GSK3beta kinase, ADP-Glo luminescence, 60 min; hits give low values | Glycogen synthase kinase-3 beta (Homo sapiens), P49841;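 active means more than half of replicate wells score below -50%, meaning over 50% inhibition versus plate controls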;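 further: 0% = median DMSO wells and -100% = median GW8510 positive control wells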
#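 Assay system: GST-tagged human GSK3beta kinase, cell-free; Input: 1.6 ng GSK3beta; Medium: Tris/MgCl2 kinase buffer; Timing: 60 min enzyme reaction, room temperature; Signal: ADP-Glo luminescence quantifying ADP generated by kinase; Evaluation: score relative to plate controls; Benchmarks: DMSO neutral wells and GW8510 at 20 µM as positive.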
# PolyA inhibitor: polyadenylation inhibitors in yeast reporter cells, primary screen, luminescence, S. cerevisiae; AID 1875, 2009; S. cerevisiae SKY197-pL101 polyadenylation reporter, beta-gal luminescence; efflux-impaired pdr1/pdr3 knockout yeast; score 100 = 6 SD above DMSO; 300,000 compounds, 0.02% hits; calls only at 12 µM;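 active means lowest replicate activity score at least 50, where 100 means six control SD above control mean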;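 further: yeast exposed to compound for 9 h at 30 °C; higher score means more reporter readthrough which indicates perturbed polyadenylation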
# GSK3A inh: blockers of GSK3A enzyme activity – biochemical, luminescence, cell-free homogeneous, HTS, primary screen; AID 2650, 2010; 320,000 compounds, 0.1% hits; inhibition, % at 10 µM; Glycogen synthase kinase-3 alpha (Homo sapiens), P49840; GSK-3 alpha kinase, ADP-Glo luminescence, 60 min;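 in the data active means inhibition above about 50%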;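 further: GST-tagged GSK-3 alpha with peptide substrate and 25 µM ATP; 0% = DMSO neutral wells and 100% = GW8510 positive control wells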
# The depositor's hits bear a star; i = inactive; nt = not tested or not shown. A portion of the library; rates above refer to the full screens.
[1] CCOc1ccc(/C(O)=C2/C(=O)C(=O)N(CCN(C)C)C2c2ccccc2)cc1Cl (stereo not drawn)
[2] CCOC(=O)c1c(NC(C)=O)sc2c(O)c(Br)cc(Br)c12
[3] Cc1ccsc1C1C(C#N)=C(N)N(N(C)C)C2=C1C(=O)CC(C)(C)C2 (stereo not drawn)
[4] CCCn1c(=N)n(CC(=O)O)c2ccccc21
[5] c1ccc(NC(=NCc2ccco2)c2ccccc2)cc1
[6] O=C(c1ccc(S(=O)(=O)Cc2ccccc2Cl)c([N+](=O)[O-])c1)N1CCN(c2ccccn2)CC1
Compound	1	2	3	4	5	6
hERG rescue	1.6	-5.5	-11.0	-3.9	1.3	-28.6
KCNQ1 inh	i	i	i	i	i	i
DYRK1A inh	-0.6	-4.3	2.0	-3.9	0.1	-0.9
KCNK9 inh	i	i	i	i	i	i
RGS4 pot	i	i	i	i	i	i
RGS4 inh	i	i	i	i	i	i
KCNQ1 pot	i	i	i	i	i	i
KCNK3 block	i	i	i	i	i	i
GSK3beta inhib	1.2	5.5	1.1	3.5	0.0	-0.7
PolyA inhibitor	i	i	i	i	i	i
GSK3A inh	-1.8	-0.3	6.0	-2.8	3.6	-0.1

[7] O=C(COC(=O)c1cccnc1Cl)Nc1cc(S(=O)(=O)N2CCCCC2)ccc1Cl
[8] CC[C@H](C)[C@@H]1NC(=O)c2cc([N+](=O)[O-])cc(F)c2OCC[C@@H](C(N)=O)NC(=O)[C@H](CCCCN)NC1=O
[9] c1ccc(Cc2nn3c(C4COc5ccccc5O4)nnc3s2)cc1 (stereo not drawn)
[10] C[C@@H]1CC=C[C@H]2[C@H]1C(=O)N(Cc1ccccc1)[C@H]2c1ccc(-c2ccc(F)cc2)cc1F
[11] CC(C)CC(=O)Nc1ccc2oc(-c3cccnc3)nc2c1
[12] COc1ccc(CNCCNC(=O)c2ccco2)c(OC)c1OC
Compound	7	8	9	10	11	12
hERG rescue	-3.4	0.7	-4.7	-8.4	-3.5	-8.4
KCNQ1 inh	i	i	i	i	i	i
DYRK1A inh	nt	9.9	2.3	6.0	2.4	-1.6
KCNK9 inh	i	i	i	i	i	i
RGS4 pot	i	i	i	i	i	i
RGS4 inh	i	i	i	i	i	i
KCNQ1 pot	i	i	i	i	i	i
KCNK3 block	i	i	i	i	i	i
GSK3beta inhib	2.1	1.0	1.9	0.7	-1.7	-1.4
PolyA inhibitor	i	i	i	i	i	i
GSK3A inh	-0.4	-2.6	-1.6	1.7	2.5	-1.3

[13] O=C(Nc1ccc(CN2CCS(=O)(=O)CC2)cc1)c1ccc(Cl)cc1
[14] Cc1c(NC(=O)c2ccccc2NS(=O)(=O)c2ccc(F)cc2)c(=O)n(-c2ccccc2)n1C
[15] Cc1ccc(C)c(CSc2nnc([C@@H](N)C(C)C)o2)c1
[16] COc1cc(/C=C2/C(=N)N3OC(C)=CC3=NC2=O)ccc1OC(=O)c1ccco1
[17] COc1cccc(C(=O)C[n+]2ccccc2/C=N/O)c1
[18] COC(=O)c1c(NC(=O)c2ccc(Br)o2)sc(C)c1C
Compound	13	14	15	16	17	18
hERG rescue	-12.5	1.2	-21.4	-1.1	-7.5	-7.2
KCNQ1 inh	i	i	i	i	i	i
DYRK1A inh	11.9	4.1	-0.4	8.6	-37.2	-10.0
KCNK9 inh	i	i	i	i	i	i
RGS4 pot	i	i	i	i	-7.37*	i
RGS4 inh	i	i	i	i	i	i
KCNQ1 pot	i	i	i	i	i	i
KCNK3 block	i	i	i	i	i	i
GSK3beta inhib	-1.0	2.2	3.6	-2.0	-0.2	-1.2
PolyA inhibitor	i	i	i	i	i	i
GSK3A inh	-1.5	1.0	1.1	1.2	-0.9	-1.2

[19] CCC(=O)c1ccc(OCCn2cncn2)cc1
[20] COC(=O)c1sccc1NC(=O)c1cc(-c2cccc(C)c2)nc2ccccc12
[21] CCCCOc1ccc(/C=N/NC(=O)c2csc(C)c2C)cc1
[22] COc1ccc(NC(=O)COc2ccc(C)c(C)c2)cc1S(=O)(=O)N1CCCCC1
[23] CN(Cc1ccc(Cl)cc1)C(=O)c1ccc2ccccc2n1
[24] CC(=O)N(Cc1ccccc1)c1nc(-c2ccccc2)cs1
Compound	19	20	21	22	23	24
hERG rescue	-6.5	-6.6	-3.4	-11.4	-3.9	-12.3
KCNQ1 inh	i	i	i	i	i	i
DYRK1A inh	-2.3	-1.5	-19.8	-2.7	4.0	7.3
KCNK9 inh	i	i	i	i	i	i
RGS4 pot	i	i	-8.59*	i	i	i
RGS4 inh	i	i	i	i	i	i
KCNQ1 pot	i	i	i	i	i	i
KCNK3 block	i	i	i	i	i	i
GSK3beta inhib	-0.6	-1.6	2.6	0.6	0.6	0.7
PolyA inhibitor	i	i	i	i	i	i
GSK3A inh	-4.1	0.5	1.1	-0.7	0.2	-0.1

# Next part; it opens with the three that closed the last part.
[22] COc1ccc(NC(=O)COc2ccc(C)c(C)c2)cc1S(=O)(=O)N1CCCCC1
[23] CN(Cc1ccc(Cl)cc1)C(=O)c1ccc2ccccc2n1
[24] CC(=O)N(Cc1ccccc1)c1nc(-c2ccccc2)cs1
[25] COc1ccc(NC(=O)C(Cl)=C(Cl)Cl)cn1
[26] Cc1ccc(-n2c(CNC(=O)c3cccs3)nnc2SCC(=O)NO)cc1
[27] CCOc1ccc(N(CC(=O)NN=C2CCN(C)CC2)S(C)(=O)=O)cc1
[28] Cc1cccc(-n2c(-c3csc4ccccc34)n[nH]c2=S)c1
[29] O=C1NC(NS(=O)(=O)c2ccccc2)(C(F)(F)F)C(=O)N1c1ccc(F)cc1 (stereo not drawn)
[30] CCN(C(=O)c1cc(S(=O)(=O)N2CCc3ccccc32)cn1C)c1ccccc1
Compound	22	23	24	25	26	27	28	29	30
hERG rescue	-11.4	-3.9	-12.3	-12.1	-5.1	-0.6	-6.4	-6.6	-10.0
KCNQ1 inh	i	i	i	i	i	i	i	i	i
DYRK1A inh	-2.7	4.0	7.3	-7.9	-5.8	-3.8	-0.4	1.2	-2.5
KCNK9 inh	i	i	i	i	i	i	i	i	i
RGS4 pot	i	i	i	i	i	i	i	i	i
RGS4 inh	i	i	i	i	i	i	i	i	i
KCNQ1 pot	i	i	i	i	i	i	i	i	i
KCNK3 block	i	i	i	i	i	i	i	i	i
GSK3beta inhib	0.6	0.6	0.7	-1.8	-0.1	2.5	-5.2	1.3	4.1
PolyA inhibitor	i	i	i	i	i	i	i	i	i
GSK3A inh	-0.7	0.2	-0.1	nt	-1.4	-1.0	1.3	1.1	-0.9

[31] Cn1c(=O)c(C(=O)NCc2ccc(Cl)cc2)c(O)c2ccccc21
[32] Cc1ccccc1NC(=O)c1ccc(CN(c2ccccc2)S(=O)(=O)c2ccccc2)cc1
[33] CCOc1ccc(OCC)c(NS(=O)(=O)c2cccc3nsnc23)c1
[34] CSc1nnc(-c2ccc(S(=O)(=O)N3CCCCC3)cc2)o1
[35] CCCCC(CC(O)COCC(C)C)C(=O)NN (stereo not drawn)
[36] O=C(CC1Nc2ccccc2NC1=O)Nc1ccccc1 (stereo not drawn)
Compound	31	32	33	34	35	36
hERG rescue	-6.6	-13.9	-13.9	-14.7	-10.5	-15.3
KCNQ1 inh	i	i	i	i	i	i
DYRK1A inh	3.5	-3.2	1.7	-5.0	-3.9	-7.9
KCNK9 inh	i	i	i	i	i	i
RGS4 pot	i	i	i	i	i	i
RGS4 inh	i	i	i	i	i	i
KCNQ1 pot	i	i	i	i	i	i
KCNK3 block	i	i	i	i	i	i
GSK3beta inhib	-3.3	-0.5	1.0	nt	-3.8	-3.3
PolyA inhibitor	i	i	i	i	i	i
GSK3A inh	-1.0	-0.1	-1.9	-1.0	-3.3	-0.5

[37] O=C(c1ccco1)N1N=C(c2ccc3nccnc3c2)CC1c1ccccc1 (stereo not drawn)
[38] COc1cc(/C=C2\N=C(c3ccccc3)OC2=O)ccc1OC(C)=O
[39] CCOC(=O)c1sc(NC(=O)CSc2nc3c(cc2C#N)CCCCC3)c(C#N)c1C
[40] Oc1ccc(N2CCN(C(=S)NCc3ccccc3)CC2)cc1
[41] CC1(C)CC(NC(=O)COc2ccc([N+](=O)[O-])cc2)CC(C)(C)N1
[42] CC1CCN(CCCNC(=O)CN2C(=O)CSc3ccc(S(=O)(=O)N4CCC(C)CC4)cc32)CC1
[43] CCCCCN=C(C)c1c(O)c2ccccc2oc1=O
[44] Cc1cc(NS(=O)(=O)c2ccc(NS(=O)(=O)c3ccc(Br)cc3)cc2)no1
[45] COCCCNC(c1ccccc1)c1ccncc1 (stereo not drawn)
Compound	37	38	39	40	41	42	43	44	45
hERG rescue	-11.2	-1.3	-5.3	-7.5	-5.0	-3.7	-5.1	-9.3	-11.2
KCNQ1 inh	i	i	i	i	i	i	i	i	i
DYRK1A inh	-5.0	24.6	-4.4	-6.4	3.9	2.1	6.1	6.6	5.9
KCNK9 inh	i	i	i	i	i	i	i	i	i
RGS4 pot	i	i	i	i	i	i	i	i	i
RGS4 inh	i	i	i	i	i	i	i	i	i
KCNQ1 pot	i	i	i	i	i	i	i	i	i
KCNK3 block	i	i	i	i	i	i	i	i	i
GSK3beta inhib	-1.3	-1.2	1.0	2.3	1.0	3.1	0.3	3.0	2.9
PolyA inhibitor	i	i	i	i	i	i	i	i	i
GSK3A inh	-3.2	4.0	0.3	-1.4	0.0	-9.4	-0.4	-3.0	-0.3

# Bioassay records: PubChem, several laboratories
